# Rtt109 Vps75: blocks Candida albicans Rtt109/Vps75 acetyltransferase activity; Q5AAJ8; purified Rtt109/Vps75, ThioGlo CoA-SH fluorescence, 4 h; inhibition, % at 34.9 µM; 330,000 compounds, 0.16% hits; AID 540336;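 active means inhibition of at least 50% in every replicate; inconclusive means best replicate reaches 50% inhibition but some replicates fall short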
# dFosB act: activators of mouse delta FosB homodimer. purified delta FosB, TAMRA-CDK5 oligo fluorescence polarization; percent of positive-control signal above neutral wells. activation, % at 25 µM. P13346. AID 493131. 340,000 compounds, 0.99% hits;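 active means mean activation above about 17%, with every replicate also reaching it, limit read from the data, passing the limit was not always enough; inconclusive means only one of the two conditions met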;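 further: fluorescence polarization rise as delta FosB binds a TAMRA Cdk5 AP-1 oligo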
# Target sequence (P13346 whole entry, looked up): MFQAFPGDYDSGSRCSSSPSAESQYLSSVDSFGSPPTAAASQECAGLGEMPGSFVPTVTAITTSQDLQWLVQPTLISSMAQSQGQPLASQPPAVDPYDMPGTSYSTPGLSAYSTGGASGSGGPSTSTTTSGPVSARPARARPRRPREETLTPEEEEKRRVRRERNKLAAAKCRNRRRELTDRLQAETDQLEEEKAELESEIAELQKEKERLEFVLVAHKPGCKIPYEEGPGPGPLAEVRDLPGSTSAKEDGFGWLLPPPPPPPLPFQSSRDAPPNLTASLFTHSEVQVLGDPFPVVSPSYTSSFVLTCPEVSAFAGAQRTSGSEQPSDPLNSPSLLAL
# PvdQ inh: P. aeruginosa PvdQ acylase inhibition; AID 488965; purified PvdQ acylase, fluorescence plate reader; 340,000 compounds, 0.063% hits; inhibition, % at 10 µM; in the data active means inhibition above about 30%, passing the limit was not always enough; inconclusive means no clear call, values can overlap the other calls;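 further: 0% = vehicle neutral wells and 100% = reference inhibitor wells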
# SR-BI HDL uptake: blocks mouse SR-BI lipid uptake from DiI-HDL; inhibition, % at 12.5 µM; ldlA[mSR-BI] CHO cells, DiI-HDL uptake fluorescence, 3 h; 320,000 compounds, 0.96% hits;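 active means mean replicate inhibition of at least 70% and a set share of replicates each scoring 70 or more; inconclusive means meets just one of the two criteria; inactive means fails both criteria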;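 further: 0% = median of neutral control wells and 100% = median of positive control wells; values of inactives mirror those of a sister screen read the other way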
# Target sequence (Q61009 whole entry, looked up): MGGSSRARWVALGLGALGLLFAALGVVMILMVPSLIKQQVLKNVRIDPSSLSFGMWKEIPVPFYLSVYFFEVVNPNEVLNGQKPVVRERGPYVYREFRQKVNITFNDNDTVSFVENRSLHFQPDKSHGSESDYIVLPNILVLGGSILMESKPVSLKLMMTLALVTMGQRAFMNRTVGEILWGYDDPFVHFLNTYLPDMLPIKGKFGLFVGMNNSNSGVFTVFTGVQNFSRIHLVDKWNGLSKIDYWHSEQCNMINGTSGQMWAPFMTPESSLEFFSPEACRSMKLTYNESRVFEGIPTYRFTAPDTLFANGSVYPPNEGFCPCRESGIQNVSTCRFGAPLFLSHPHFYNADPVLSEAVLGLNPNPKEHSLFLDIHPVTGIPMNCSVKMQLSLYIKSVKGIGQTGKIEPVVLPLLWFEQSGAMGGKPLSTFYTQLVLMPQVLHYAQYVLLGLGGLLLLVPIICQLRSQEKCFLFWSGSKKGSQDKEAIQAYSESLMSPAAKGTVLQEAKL
# CAL PDZ FP-1: inhibitors of human CAL PDZ peptide binding; Q9HD26; purified CAL PDZ, TMR-peptide fluorescence polarization, 1 h; inhibition, % at 24.9 µM; 300,000 compounds, 0.92% hits; AID 602252;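 active means mean inhibition of at least 30% with at least half of replicates also reaching 30%; inconclusive means no clear call, values can overlap the other calls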;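 further: 0% = DMSO neutral control and 100% = excess unlabeled competitor peptide PRC23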
# PfHsp90 set2: inhibits growth of yeast expressing Plasmodium falciparum Hsp90. S. cerevisiae expressing PfHsp90, BacTiter-Glo ATP, 48 h; yeast lacking PDR1 and PDR3 efflux regulators. inhibition, % at 9.4 µM. 310,000 compounds, 0.32% hits;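 active means every replicate shows inhibition above about 80%, whatever the replicate mean, limit read from the data; inconclusive means mean inhibition reaches the set limit but some replicate falls short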;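 further: 0% = DMSO neutral controls and 100% = 20 µM radicicol positive controls; yeast relying on Plasmodium falciparum Hsp90 in place of its own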
# MITF TRPM1 HTS: MITF TRPM1 promoter activation in melanoma cells; SK-MEL-5 TRPM1-promoter luciferase, 24 h; % of positive control, neutral wells = 0; activation, % at 12.5 µM; 300,000 compounds, 0.75% hits; AID 588334;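 active means mean activation of at least 80% with every replicate also reaching 80%; inconclusive means mean reaches 80% but some replicate falls short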;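 further: 0% = neutral control wells and 100% = parthenolide positive control wells; values of inactives mirror those of a sister screen read the other way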
# CAL PDZ FP-2: inhibitors of human CAL PDZ peptide binding. Q9HD26. purified CAL PDZ, TMR-peptide fluorescence polarization, 1 h. inhibition, % at 20 µM. 330,000 compounds, 0.02% hits. AID 504414;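 active means highest replicate inhibition of at least 40%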;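 further: plate controls were DMSO neutral control wells for no effect and unlabeled competitor peptide control wells for full effect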
#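 Material – purified CerCALP PDZ construct · Detection – FP readout, S and P plane fluorescence · Measure – percent inhibition from loss of millipolarization · Controls – unlabelled peptide for full inhibition, DMSO wells as neutral · Probe or stimulus – TMR-labelled reporter peptide T*-PRC34 bound in PDZ groove · Times – 1 h at RT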
# NSD2 inh: inhibitors of human histone methyltransferase NSD2 | inhibition, % at 12.5 µM | NSD2 peptide methylation, AlphaScreen, 120 min | AID 743445 | O96028 | 310,000 compounds, 0.54% hits; in the data active means inhibition above about 50%
# SR-BI DiI-HDL act: activators of SR-BI mediated HDL lipid uptake; CHO ldlA[mSR-BI] cells, DiI-HDL uptake fluorescence, 3 h; 100 = double the neutral-control signal; activation, % at 12.5 µM; 320,000 compounds, 0.096% hits; AID 504775;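 active means mean replicate activation of at least 60% and every replicate at or above 60%; inconclusive means mean or all-replicate condition met, but not both; inactive means mean below 60% and not all replicates reaching 60%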;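 further: 0% = median plate neutral-control signal and 100% = twice that signal; values of inactives mirror those of a sister screen read the other way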
#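 Material: SR-BI-overexpressing, LDLR-lacking CHO cells | Dosing: Single compound concentration, delivered by pin transfer | Probe or stimulus: Labelled HDL, 10 µg/mL | Signal: Bottom-read cell fluorescence after medium removal, ex 550/em 595 nm | Schedule: 3 h, 37 °C | Evaluation: HDL uptake via cellular fluorescence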
# * hit, by the source's call; u = inconclusive; x = no result given.
SMILES,Rtt109 Vps75,dFosB act,PvdQ inh,SR-BI HDL uptake,CAL PDZ FP-1,PfHsp90 set2,MITF TRPM1 HTS,CAL PDZ FP-2,NSD2 inh,SR-BI DiI-HDL act
COCCNc1nc2ccccc2n1CC(=O)c1ccc(OC)c(OC)c1,2,-3,-9,-37,7,-6,-1,x,0,37
c1ccc(-c2nn3c(Cn4nnc5ccccc54)nnc3s2)nc1,11,-8,-6,-15,-3,-11,-3,-1.1,0,15
CCC1=C2CC[C@H]3C(=O)N(CC)C(=O)[C@H]3[C@H]2[C@@]2(Cc3ccccc3)C(=NCCOC)OC(=O)N2C1=O,0,4,6,-9,3,-6,-7,-0.3,x,9
CCOC(=O)CSc1nnc(-c2cccnc2)n1Cc1ccccc1,-6,-3,-16,-13,x,7,10,0.9,-1,13
Cc1ccc(N2CC(C(=O)N3CCC(C(=O)Nc4ccc(Br)cc4)CC3)CC2=O)cc1 (stereo unspecified),-5,-15,0,46,-1,12,5,-0.8,-2,-46
Cc1ccc2oc(=O)n(CCOc3ccccc3)c2c1,-3,-4,-7,-10,-1,-4,-2,-1.4,x,10
COc1ccccc1OCCNC(=O)CN1C(=O)NC2(CCCC2)C1=O,-5,3,-11,9,-1,x,-7,-0.2,-3,-9
COc1ccc(-c2ccccc2NC(=O)C2CCCN(Cc3ccc(C)o3)C2)cc1 (stereo unspecified),32,-4,7,0,-5,11,-7,-2.3,3,0
COc1cc(/C=N/NC(=O)CCc2ccccc2)ccc1O,7,3,-6,1,-5,x,x,-1.6,-3,-1
CCN(CC)c1nc2ccccc2n2cnnc12,6,-3,-15,-28,-5,0,-4,-2.6,-3,28
CCC(C)(O)C(=O)N[C@H]1CCCN1C(=O)/C=C/c1ccccc1 (stereo partly specified),2,-6,-13,-11,-2,-13,13,-0.9,x,11
Cc1ccc(S(=O)(=O)NCc2nc3ccccc3c(=O)n2N)cc1,-4,4,-7,-12,-2,8,-17,-1.7,-1,12
CC(C)[C@H](N)C(=O)NC[C@H]1O[C@@H](n2cnc3c(N)ncnc32)[C@H](O)[C@@H]1O,-3,6,-8,7,-1,10,3,0.1,x,-7
Cc1ccc(S(=O)(=O)N(C)Cc2ccc(C(=O)N/N=C/c3ccc(OC(F)F)cc3OC(F)F)cc2)cc1,-7,-5,11,68,-3,16,-51,1.0,-2,-68
C#CCn1cc(Cl)cc(C(=O)Nc2ccccc2)c1=O,-5,-6,-15,x,-2,2,12,-1.4,-6,x
Cc1noc(/C=C/N(C)C)c1S(=O)(=O)N1CCCC(C(=O)NCCC2=CCCCC2)C1 (stereo unspecified),-3,-4,6,-23,4,0,3,0.6,x,23
CCOC(=O)c1ccccc1NC(=O)COC(=O)CCNS(=O)(=O)c1ccc(C)c(C)c1,6,-6,-8,-11,-3,-10,-4,-0.7,2,11
Cc1ccc(C(c2ccc(C)o2)c2cccc([N+](=O)[O-])c2O)o1,2,-13,10,-8,-3,-120,x,3.1,22,8
COCCN1CN=C(Nc2nc3ccccc3o2)NC1,-6,1,-14,-12,13,4,18,x,2,12
COc1ccccc1NS(=O)(=O)c1cc(NC(=O)COc2ccccc2F)ccc1N1CCOCC1,1,4,-6,42,0,-9,2,-0.4,-5,-42

# Overlap with the part before: 2 compounds, then new ones.
SMILES,Rtt109 Vps75,dFosB act,PvdQ inh,SR-BI HDL uptake,CAL PDZ FP-1,PfHsp90 set2,MITF TRPM1 HTS,CAL PDZ FP-2,NSD2 inh,SR-BI DiI-HDL act
COCCN1CN=C(Nc2nc3ccccc3o2)NC1,-6,1,-14,-12,13,4,18,x,2,12
COc1ccccc1NS(=O)(=O)c1cc(NC(=O)COc2ccccc2F)ccc1N1CCOCC1,1,4,-6,42,0,-9,2,-0.4,-5,-42
Cc1ccc2nc(C)cc(N/N=C/c3ccccc3O)c2c1,-10,-4,2,7,x,1,7,-0.4,3,-7
CCCCNC(=O)C1C2C=CC3(CN(Cc4ccc(C)cc4)C(=O)C13)O2 (stereo unspecified),0,-7,12,-13,2,-4,45,-0.3,-3,13
Cc1ccc(-n2c(-c3ccccc3)c[n+]3c2CCC3)cc1,0,-4,1,-8,x,0,-26,-0.5,-1,8
O=C(CN1CCC(C(O)(c2ccccc2)c2ccccc2)CC1)Nc1ccccc1,9,-6,19,-34,0,1,-5,3.2,17,34
Cc1cc(C)c2nc(SCC(=O)NC(=O)c3cccn3C)cc(C)c2c1,-3,-6,-5,15,1,7,-8,-0.8,0,-15
CC(C)Cn1c(SCC(=O)Nc2ccc(Cl)cc2F)nc(O)cc1=O,-2,-1,2,-37,-6,6,20,-0.3,1,37
Cc1cc(C)n(C(=O)c2cccc(S(=O)(=O)N3CCOCC3)c2)n1,-1,-1,-7,26,64*,11,3,-0.2,-1,-26
CCCSC1=C(C#N)C(c2ccccc2OCC)CC(=O)N1 (stereo unspecified),0,-2,-9,7,-1,11,-18,-0.4,-4,-7
O=c1cc(-c2ccccc2)[nH]c2nc3ccccc3n12,1,-10,-9,13,-2,29,16,-0.2,-5,-13
Cc1ccn2cc(CSc3ccccc3)nc2c1,5,0,-4,-12,-2,-28,61,-2.0,4,12

# Random excerpt: seven records from the list, in no set order.
SMILES,Rtt109 Vps75,dFosB act,PvdQ inh,SR-BI HDL uptake,CAL PDZ FP-1,PfHsp90 set2,MITF TRPM1 HTS,CAL PDZ FP-2,NSD2 inh,SR-BI DiI-HDL act
COc1ccccc1NS(=O)(=O)c1cc(NC(=O)COc2ccccc2F)ccc1N1CCOCC1,1,4,-6,42,0,-9,2,-0.4,-5,-42
CCCCNC(=O)C1C2C=CC3(CN(Cc4ccc(C)cc4)C(=O)C13)O2 (stereo unspecified),0,-7,12,-13,2,-4,45,-0.3,-3,13
Cc1ccc(S(=O)(=O)NCc2nc3ccccc3c(=O)n2N)cc1,-4,4,-7,-12,-2,8,-17,-1.7,-1,12
Cc1cc(C)n(C(=O)c2cccc(S(=O)(=O)N3CCOCC3)c2)n1,-1,-1,-7,26,64*,11,3,-0.2,-1,-26
Cc1ccc(-n2c(-c3ccccc3)c[n+]3c2CCC3)cc1,0,-4,1,-8,x,0,-26,-0.5,-1,8
COCCNc1nc2ccccc2n1CC(=O)c1ccc(OC)c(OC)c1,2,-3,-9,-37,7,-6,-1,x,0,37
O=C(CN1CCC(C(O)(c2ccccc2)c2ccccc2)CC1)Nc1ccccc1,9,-6,19,-34,0,1,-5,3.2,17,34

# Going on with the list.
SMILES,Rtt109 Vps75,dFosB act,PvdQ inh,SR-BI HDL uptake,CAL PDZ FP-1,PfHsp90 set2,MITF TRPM1 HTS,CAL PDZ FP-2,NSD2 inh,SR-BI DiI-HDL act
CNC(=O)/C(C#N)=C/c1ccc(-c2ccc(OC)cc2[N+](=O)[O-])o1,-6,u,-6,27,0,-59,22,-0.6,2,-27
CC(C)(C)c1ccc(C(=O)NNC(=O)CNC(=O)c2cccs2)cc1,1,-9,-19,14,-3,2,22,-1.6,-1,-14
O=C(O)/C(=C\c1ccc(Cl)cc1)c1ccc(S(=O)(=O)N2CCCC2)s1,-4,-11,19,-13,-3,x,4,-1.0,3,13
CC1CCN(C2=C(NS(=O)(=O)c3ccccc3)C(=O)c3ccccc3C2=O)CC1,5,-13,-8,x,-4,-42,4,-1.1,49,x
C=CC1=C2C=C(C3CC3)N(C3CC3)C=C2C(=O)C(C)(OC(=O)c2ccco2)C1=O (stereo unspecified),3,-3,-20,-12,-1,13,-5,-0.3,x,12
Cc1ccc(NC(=O)Cn2c(=O)n(Cc3ccco3)c(=O)c3ccccc32)c(C)c1,-3,32*,1,-11,-2,-47,1,0.1,0,11
Cc1ccc(C2=NOC(C)(c3nnc(-c4cccc(Cl)c4)o3)C2)cc1 (stereo unspecified),-1,2,10,-9,-1,-10,-3,-0.3,x,9
Cc1ccccc1C(NC(N)=O)c1ccccc1 (stereo unspecified),30,-14,3,2,-3,x,0,-1.4,8,-2
N#CCN1CCC/C1=C\[N+](=O)[O-],2,2,6,8,-2,-29,-4,-2.4,-7,-8
COCCOC1CCN(Cc2cn(Cc3ccccc3)nc2-c2cc3ccccc3o2)CC1,4,-5,-4,x,-1,-3,12,-2.6,-2,x
O=C(Nc1ncc2c(n1)CC(c1ccccc1)CC2=O)c1ccco1 (stereo unspecified),-1,-14,-10,-13,0,x,5,-1.2,-1,13
Cc1cc(NC(=O)COC(=O)C2CCN(S(=O)(=O)c3ccc(Cl)cc3)CC2)no1,x,-6,10,12,-5,-26,x,-3.2,6,-12
COc1cc(OC)cc(C(=O)N[C@H](C(=O)NCc2ccccc2)C(C)C)c1,10,-2,7,-8,x,-10,0,0.1,-4,8
O=C(c1ccccc1)c1nc2ccccc2n(CCCn2c(=O)c(C(=O)c3ccccc3)nc3ccccc32)c1=O,3,-4,6,15,-5,1,6,0.0,0,-15
CCC(=O)NNC(=O)CCC(=O)Nc1ccc(C)cc1C,-12,7,5,-18,7,0,19,x,-3,18
CCCNC(=O)Cn1c(=O)/c(=C\c2ccc(-c3cccc([N+](=O)[O-])c3)o2)s/c1=C\C(=O)C(C)(C)C,5,-9,-3,-6,-2,3,-7,-0.4,0,6
C=CCNC(=O)c1c(CS(=O)(=O)c2ccccc2)noc1C(=O)NCc1ccccc1,3,3,-12,-11,-1,-1,0,-0.1,x,11
CN=C(Nc1cccnc1)c1ccccc1,3,-15,-9,-29,0,-19,15,0.5,-1,29
